Kir21 block = Kir2.1 (mouse) channel inhibition; P35561; HEK293-Kir2.1, FluxOR thallium flux fluorescence; active compounds read low; B-score at 10 µM; actives 0.85% (n = 310,000); AID 1672;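 active = fluorescence ratio B-score at or below minus 3 SD of library scores, with starting-brightness B-score within 2 SD, cut at about -4.2 in these data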;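 also: channel flux triggered by added potassium and thallium sulfate stimulus; B-score of peak minus minimum fluorescence over baseline after thallium stimulus; more negative B-score means stronger Kir2.1 block with less thallium influx; some compounds called inactive have numbers as strong as hits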
Target sequence (P35561 whole entry, looked up): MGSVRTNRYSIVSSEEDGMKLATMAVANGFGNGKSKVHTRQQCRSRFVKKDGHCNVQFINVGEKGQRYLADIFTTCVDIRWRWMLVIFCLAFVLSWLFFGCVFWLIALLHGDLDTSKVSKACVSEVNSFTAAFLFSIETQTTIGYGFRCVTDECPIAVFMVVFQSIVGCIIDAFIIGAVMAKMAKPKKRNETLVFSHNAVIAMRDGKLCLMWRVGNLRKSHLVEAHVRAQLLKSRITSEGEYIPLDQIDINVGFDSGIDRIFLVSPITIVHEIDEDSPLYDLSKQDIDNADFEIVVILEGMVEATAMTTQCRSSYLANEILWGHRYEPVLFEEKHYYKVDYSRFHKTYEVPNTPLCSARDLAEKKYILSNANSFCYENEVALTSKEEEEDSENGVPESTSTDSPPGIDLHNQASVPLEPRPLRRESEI
KCNQ2 block = KCNQ2 channel blockers in CHO-K1 cells – cell-based, FluxOR thallium flux, B-score, primary screen (AID 2156); O88943; 20 min; active compounds read low; B-score at 10 µM; actives 1.1% (n = 310,000);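 active = fluorescence ratio B-score at most minus 3 library SDs, with starting brightness B-score within 2 library SDs, cut at about -5.5 in these data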
Numbers without * were called inactive; i = inactive. Hits appear at their usual frequency; any-hit rate near 1.8%.

molecule,Kir21 block,KCNQ2 block
Cc1cccc(NC(=O)c2sccc2-n2cccc2)c1C,-1.9,i
CCc1ccc(NC(=O)COC(=O)CN2C(=O)COc3ccccc32)cc1,0.27,i
Cc1ccnc(NC(NC(=O)C(C)C)(C(F)(F)F)C(F)(F)F)c1,1.1,i
COc1cccc(CNC(=O)C2CCCN(S(=O)(=O)c3ccc4c(c3)C(C)(C)C(=O)N4C)C2)c1 (stereo not given),0.94,i
CCS(=O)(=O)N1CCC(NC(=O)c2ccco2)CC1,0.24,i
O=C(COc1ccc(S(=O)(=O)N2CCCC2)cc1Cl)NC1CC1,-1.7,i
Cn1c(=O)cc(C(=O)N/N=C/c2ccc(F)cc2)[nH]c1=O,0.36,i
Cc1nc(N)sc1N=Nc1ccc(F)cc1,0.43,i
O=S(=O)(NC1CCN(Cc2ccccc2)CC1)c1cccc(S(=O)(=O)N2CCOCC2)c1,0.42,i
Cc1cc(C(=O)N/N=C/c2cccs2)n[nH]1,1.4,i
O=S(=O)(Nc1ccccc1N1CCCCC1)c1cccs1,-2.8,i
c1ccn2c(Cc3nnc4ccccn34)nnc2c1,-0.03,i
O=C(COc1ccc2c(-c3ccccc3)cc(=O)oc2c1)N[C@H](Cc1c[nH]c2ccccc12)C(=O)O,1.3,i
Cc1ccc(C(=O)NC2(O)C(=O)c3ccccc3C2=O)cc1C,0.31,i
CCOC(=O)CN(c1ccccn1)S(=O)(=O)c1ccc(OC)cc1,0.17,i
O=C(Nc1ccc(OCC(=O)N2CCOCC2)cc1)c1ccccc1Cl,0.54,i
CC(C)N1CC(C(=O)O)CC1=O (stereo not given),-0.08,i
CCC(CC)C1C(C#N)=C(N)Oc2n[nH]c(-c3ccccc3)c21 (stereo not given),0.5,i
O=C(Cn1cnc([N+](=O)[O-])n1)N/N=C/c1cccc2ccccc12,1.3,i
COc1ccc(OC)c(NC(=O)c2cnn(-c3ccccc3)c2C)c1,-1.9,i
CCOC(=O)c1[nH]c(C)c(C(=O)N2CCc3ccccc32)c1C,-1.8,i
CCOC(=O)CNC1CC(=O)N(c2ccc(Br)cc2)C1=O (stereo not given),2.1,i
OCCNc1c2ccccc2nc2c(F)c(F)c(F)c(F)c12,-0.94,i
CCOc1ccccc1N(CC(=O)N1CCC(C(N)=O)CC1)S(=O)(=O)c1ccc(SC)cc1,0.04,i
CC(=O)Oc1ccccc1C1C[C@]2(C)CC(=O)NC2N1C(C)=O (stereo not given in full),-0.55,i
COc1cc(CN2CCC(CCC(=O)NC3CC3)CC2)cc(Cl)c1OC,0.79,i
Cn1c(=O)n(C)c2cc(S(=O)(=O)NCc3ccco3)ccc21,-1.3,i
c1ccc(CNc2nc(N3CCOCC3)nc(N3CCOCC3)n2)cc1,0.04,i
O=C(COc1ccccc1Cl)Nc1nnc(S(=O)(=O)N2CCCC2)s1,2,i
CC(C)(C)Cc1nc(-c2ccccn2)no1,0.25,i
COc1ccc(-c2cc(C)no2)cc1S(=O)(=O)N1CCCN(Cc2ccc(F)cc2)C1,-0.13,i
CCOC(=O)CSc1cn2c(n1)CCC2,-1.4,i
CCOC(=O)c1sc2nc(C)n(CC(=O)NCC3CCCO3)c(=O)c2c1C (stereo not given),-0.23,i
CCOc1cc(/C=N\NC(=O)Cn2nnc3ccccc32)ccc1O,0.02,i
CCC(=O)N1CCc2cc(Br)cc(S(=O)(=O)N3CCCCC3CC)c21 (stereo not given),1.2,i
O=C(O)CN1C(=O)/C(=C2\C(=O)N(Cc3ccccc3Cl)c3ccccc32)SC1=S,0.03,i
[O-]/[N+](=C\c1ccc(OC(F)F)cc1)c1ccccc1,0.1,i
CCOC(=O)c1sc(-c2ccc(C(F)(F)F)cc2)nc1O,-0.52,i
CC(C)CCNC(=O)NC(=O)CN1C(=O)NC2(CCCCC2)C1=O,-1.4,i
O=C(CN1CCCC1)N1CCCc2ccccc21,0.69,i
CC(C)[C@H](NC(=O)c1ccco1)C(=O)OCC(=O)Nc1ccccc1OC(F)F,0.39,i
Cn1cnnc1SCC(=O)Nc1ccccc1C(=O)NC1CCCC1,-1.3,i
Cc1c(NC2(c3nnnn3-c3ccc(Br)cc3)CCCCC2)c(=O)n(-c2ccccc2)n1C,-0.02,i
Cc1ccccc1NS(=O)(=O)c1cc(C(=O)N2CCCC2)ccc1C,-2,i
Cc1ccc(NC(=O)CN2C(=S)NC(C)(C)CC2C)cc1Cl (stereo not given),1.7,i
CC1CCN(CCCNC(=O)CN2C(=O)CSc3ccc(S(=O)(=O)N4CCOCC4)cc32)CC1,-2.1,i
COCCN(C(=O)CCCC(=O)Nc1ccccn1)C(C(=O)NC1CCCC1)c1ccc(C)cc1 (stereo not given),1.9,i
O=C(C(=O)N1CCCc2ccccc21)N1CCCc2ccccc21,-0.28,i
COc1ccccc1NC(=O)c1ccc(C(=O)Nc2ccccc2OC)nc1,2.3,i
CC(C)C1CC(CCNCc2ccc3c(c2)OCO3)(c2ccccc2)CCO1 (stereo not given),-2.4,i
O=C(c1ccco1)n1nc(-c2cccnc2)nc1NCc1ccco1,0.58,i
CN(C)c1ccc(/C=C(/NC(=O)c2ccccc2)C(=O)N2CCCC2)cc1,0.05,i
COc1ccc(C2CC(c3cccc(OC)c3OC)n3nnnc3N2)cc1 (stereo not given),0.39,i
O=C(CCn1c(=S)oc2ccccc21)NCCC1=CCCCC1,-0.2,i
N[C@@]12CCc3nonc3[C@]1(O)CC(c1ccccc1)=[N+]2[O-],-1.2,i
COc1ccccc1C(=O)NNC(=O)C(=O)NC1CCCCC1,0.59,i
O=C(CCl)NC(=O)NC12CC3CC(CC(C3)C1)C2,-1.1,i
CCCC(=O)n1nc(-c2cccnc2)nc1NCc1cccs1,-1.2,i
c1ccc(CN2c3ccccc3-c3nc4ccccc4n3C2c2ccccn2)cc1 (stereo not given),-0.37,i
CCOc1cc(Br)ccc1S(=O)(=O)N1CCC(C(N)=O)CC1,3.5,i

Further compounds
molecule,Kir21 block,KCNQ2 block
COc1cc(/C=C2\C(=O)N(c3ccc(NC(C)=O)cc3)N=C2c2ccccc2)ccc1O,-2.5,i
CSc1ccccc1C(=O)NCc1ccc2c(c1)OCO2,-0.1,i
C=CCc1ccc(OCCCCN2CC(C)CC(C)C2)c(OC)c1 (stereo not given),0.36,i
O=C(NCCCl)NNC(=O)c1cc2ccccc2cc1O,-0.2,i
CC1(C(=O)N/N=C/c2c(F)c(F)c(F)c(F)c2F)CC1(Cl)Cl (stereo not given),-0.36,i
Cc1nc(SCC(=O)NC(C)(C#N)C2CC2)c2c(-c3cccs3)csc2n1 (stereo not given),-0.46,i
CCC(=O)c1c(OCc2ccccc2)ccc2c(C)cc(=O)oc12,-1.1,i
N#CC[C@H](Cc1ccccc1)N1CC[C@@H](NC(=O)OCc2ccccc2)CCC1=O,-0.03,i
CCOc1ccc(CCNC(=O)c2nnn(CC(=O)Nc3ccc(C)cc3)c2N)cc1OCC,-0.11,i
O=C(Nc1cccc(C(=O)O)c1)Nc1ccc2c(c1)OCO2,-0.02,i
COc1ccc(CCNC(=O)CC(=O)NCCc2ccc(OC)cc2)cc1,-0.15,i
CC(=O)Nc1cccc(C(=O)OC(C)C(=O)N2CCc3ccccc32)c1 (stereo not given),0.45,i
CC(C)(C)c1ccc(OCCCNCc2ccccc2)cc1,-3.8,i
CC(=O)c1ccc(OCCCC(=O)Nc2ccc(S(=O)(=O)N3CCOCC3)cc2)cc1,-0.31,i
CC1(C)CC(=O)C/C(=N/NC(=O)CCCOc2ccc(Cl)cc2Cl)C1,0.21,i
CN(C)CCN(C(=O)CCS(=O)(=O)c1ccccc1)c1nc2c(F)cccc2s1,0.07,i
O=c1[nH]c(SCc2n[nH]c(=S)n2-c2ccccc2)nc2ccccc12,-0.48,i
COc1ccccc1Oc1ccc2c(c1)C(=O)N(CC(=O)O)C2=O,0.74,i
COc1cc(Nc2nc3ccccc3nc2NS(=O)(=O)c2ccc([N+](=O)[O-])cc2)cc(OC)c1OC,2.4,i
CN(c1cccc(NC(=O)c2ccc(Cl)c(S(=O)(=O)N3CCOCC3)c2)c1)S(C)(=O)=O,2.9,i
O=C(NCc1ccccc1)C(=O)Nc1nc(C23CC4CC(CC(C4)C2)C3)cs1,-0.03,i
COc1cc(OC)cc(C(=O)N2CCN(C(=O)Cc3ccccc3)CC2)c1,-1.1,i
COc1ccc(OC)c(C(=O)N(C)C2CCCN(Cc3ccccc3F)C2)c1 (stereo not given),0.83,i
O=S(=O)(Nc1cccc2[nH]ncc12)c1cccs1,0.49,i
CS(=O)(=O)Nc1ccc(C(=O)NCC2CCCO2)cc1 (stereo not given),0.1,i
Cc1ccccc1-c1nc(-c2ccc(NC(=O)c3ccc4c(c3)OCO4)cc2)no1,-0.19,i
CCOc1ccccc1N1C(=O)c2ccc(C(=O)Nc3cccnc3)cc2C1=O,-0.44,i
Cc1nn(-c2ccccc2)c(C)c1NC(=O)COc1ccc(Br)cc1Cl,-0.06,i
CC1CCc2nc3ccc(S(=O)(=O)N4CCC(C(=O)NCc5ccccc5Cl)CC4)cc3c(C(=O)O)c2C1 (stereo not given),-1.1,i
CC(=O)Nc1ccc(Nc2ccc([N+](=O)[O-])cn2)cc1,0.85,i
O=C(CSc1nc2c(cnn2-c2ccccc2)c(=O)[nH]1)N1N=C(c2cccs2)CC1c1ccc(F)cc1 (stereo not given),2,i
O=C(NNC1CC(=O)N(c2ccc(Cl)cc2)C1=O)c1ccco1 (stereo not given),-0.55,i
CCOc1cccc(SCc2noc(C(=O)NCC3CCCO3)c2C(=O)O)c1 (stereo not given),-0.05,i
CCN(Cc1ccccc1)c1ccc(/C=N/NS(=O)(=O)c2cccc([N+](=O)[O-])c2)cc1,-0.09,i
CN(Cc1c(C(=O)N/N=C/c2ccc(F)cc2)nnn1-c1nonc1N)C1CCCCC1,0.68,i
CCn1ccc(=O)c2cc3c(cc21)OCO3,0.3,i
COC(=O)CN(C)C(=O)CC1C(=O)NCCN1CC(C)(C)C (stereo not given),0.04,i
COc1ccc(N(CC(=O)NCCc2ccc(OC)c(OC)c2)S(=O)(=O)c2c(C)noc2C)cc1,0.04,i
c1ccc(-c2ccnc3nc(N4CCN(c5ccccc5)CC4)nn23)cc1,-0.11,i
Cc1ccc(-n2ncc3c(SCc4cccc(C)c4)ncnc32)cc1,1.8,i
O=C(O)c1cccc(OCc2ccccc2Cl)c1,-0.06,i
CCCCN(C(=O)CCC(=O)Nc1cc(C)on1)C(C(=O)NC(C)(C)C)c1ccccc1Cl (stereo not given),-0.76,i
Cc1cc(C)c(OCC(=O)N(Cc2cccs2)C2CCS(=O)(=O)C2)c(C)c1 (stereo not given),-1.5,i
CC(=O)NC1C(=O)N=C(SCC(=O)Nc2cccc(Cl)c2)NC1=O (stereo not given),-0.31,i
COc1cc2c3c(c1OC)C1(C=CC(=O)C=C1)CC3N(C(=O)c1ccccc1)CC2 (stereo not given),1.1,i
COc1cc(O)c2c(=O)c3c(OC)c(O)ccc3oc2c1,0.73,i
CCCCn1c(N)c(N(CCOC)C(=O)COC(=O)COc2cc(C)c(Cl)cc2C(C)C)c(=O)[nH]c1=O,-0.02,i
Cc1nnc(SCC(=O)Nc2nccs2)o1,-0.67,i
Cc1cc(C(=O)Cn2nc(C(=O)O)c3ccccc3c2=O)c(C)n1CC(F)(F)F,0.53,i
O=C(NCC1CCCO1)c1ccc(N2CCCCC2)c([N+](=O)[O-])c1 (stereo not given),0.6,i
CC(=O)Nc1cccc(NC(=O)c2ccc(Br)cc2)c1,-0.79,i
CC(=O)c1cccc(NC(=O)CCCCCn2nnc3ccccc3c2=O)c1,0.39,i
CCOCCCNC(=O)c1c[nH]c2cc(C)ccc2c1=O,-0.92,i
CC(=O)NCCSC(=O)c1ccc(F)cc1,-0.04,i
CC(C)Sc1nc2ccsc2c(=O)[nH]1,-0.1,i
COc1ccc(NS(=O)(=O)c2ccc(NC(=O)C3CCCO3)cc2)cc1 (stereo not given),1.3,i
O=C(Nc1ccc(N2CCOCC2)c(Cl)c1)c1c(F)c(F)c(F)c(F)c1F,-0.36,i
O=C(O)c1cccc(Oc2cccc(Cl)n2)c1,0.25,i
N=c1n(CCCOc2ccc(F)cc2)c2ccccc2n1CC(N)=O,-0.03,i
O=C(NCc1ccccc1)NC(=O)c1ccccc1F,0.04,i
